NadD inh – inhibitors of Staphylococcus aureus NadD. purified NadD enzyme, colorimetric absorbance read-out. inhibition, % at 20 µM. actives 0.78% (n = 360,000); in the data active = inhibition above about 26%; also: some compounds past the cut are filed as inactive
Rpn11 block – Rpn11 (human) deubiquitinase inhibition | O00487 | actives 0.59% (n = 360,000) | human 26S proteasome, Ub4-pepOG fluorescence polarization; 20S core pre-blocked with epoxomicin | calls only at 20 µM;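 active = inhibition at 20 µM, scaled to each plate's controls, above about 33%, limit read from the data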
CSN deneddyl inh – blocks human CSN-mediated cullin deneddylation; inhibition, % at 12.5 µM; Q92905; Purified CSN, SCF-Nedd8-OG deneddylation, fluorescence polarization; actives 0.38% (n = 360,000);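 active = pattern-corrected inhibition above about 35%, with an unprinted fluorescence ratio check between 0.5 and 1.5, limit read from the data, passing the limit was not always enough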;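 also: 0% = enzyme with substrate and 100% = substrate without enzyme; some results filed as inactive read as strong as hits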
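Assay system: Purified human Csn5 enzyme expressed in HEK293T cells | Amount: Enzyme 0.24 nM | Measured by: Fluorescence polarization readout | Medium: Tris/NaCl/DTT buffer, pH 7.5 | Compound dosing: One concentration, 12.5 µM, 0.25% DMSO | Times: 90 min incubation of compound, enzyme and substrate at room temperature | Control set: no-enzyme wells high, enzyme-with-substrate wells low | Read-out: % inhibition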
MT1-MMP act inh – blocks activation of human MT1-MMP | actives 0.061% (n = 360,000) | HT1080 RFP-PRO-GFP cells, GFP/RFP ratio fluorescence, overnight; percent of plate control window, DMSO zero | P50281 | AID 651647 | GFP/RFP ratio change, % at 20 µM;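 active = GFP/RFP ratio change of at least 30% with cell ATP level not reduced by more than half and red fluorescence within 50% of control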; also: strong numbers were not always called active
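Material: RFP-PRO-GFP reporter HT1080 cells. Dosing: single-point 20 µM compound, 1% DMSO. Controls: DMSO and RFP-L50D-GFP cell wells. Timing: cells overnight before dosing, compound overnight, 37 °C, 5% CO2. Measure: GFP/RFP fluorescence ratio.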
Rin1-Abl PPI inh – blocks binding of human Rin1 to Abl; TR-FRET Rin1/Abl binding, biochemical; inhibition, % at 7.35 µM; P00519+Q13671; actives 0.4% (n = 360,000); in the data active = inhibition above about 5%, passing the limit was not always enough
FAS TE block – inhibitors of human fatty acid synthase thioesterase domain; actives 0.67% (n = 360,000); P49327; recombinant FAS-TE, OMFH fluorogenic substrate, fluorescence endpoint; inhibition, % at 15 µM;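 active = compounds whose normalised, plate-corrected inhibition of enzyme fluorescence in the single-dose primary screen is 50% or more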;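 also: 0% = DMSO with enzyme and 100% = substrate without enzyme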
Target sequence (P49327 whole entry, looked up, the tested form may be a part): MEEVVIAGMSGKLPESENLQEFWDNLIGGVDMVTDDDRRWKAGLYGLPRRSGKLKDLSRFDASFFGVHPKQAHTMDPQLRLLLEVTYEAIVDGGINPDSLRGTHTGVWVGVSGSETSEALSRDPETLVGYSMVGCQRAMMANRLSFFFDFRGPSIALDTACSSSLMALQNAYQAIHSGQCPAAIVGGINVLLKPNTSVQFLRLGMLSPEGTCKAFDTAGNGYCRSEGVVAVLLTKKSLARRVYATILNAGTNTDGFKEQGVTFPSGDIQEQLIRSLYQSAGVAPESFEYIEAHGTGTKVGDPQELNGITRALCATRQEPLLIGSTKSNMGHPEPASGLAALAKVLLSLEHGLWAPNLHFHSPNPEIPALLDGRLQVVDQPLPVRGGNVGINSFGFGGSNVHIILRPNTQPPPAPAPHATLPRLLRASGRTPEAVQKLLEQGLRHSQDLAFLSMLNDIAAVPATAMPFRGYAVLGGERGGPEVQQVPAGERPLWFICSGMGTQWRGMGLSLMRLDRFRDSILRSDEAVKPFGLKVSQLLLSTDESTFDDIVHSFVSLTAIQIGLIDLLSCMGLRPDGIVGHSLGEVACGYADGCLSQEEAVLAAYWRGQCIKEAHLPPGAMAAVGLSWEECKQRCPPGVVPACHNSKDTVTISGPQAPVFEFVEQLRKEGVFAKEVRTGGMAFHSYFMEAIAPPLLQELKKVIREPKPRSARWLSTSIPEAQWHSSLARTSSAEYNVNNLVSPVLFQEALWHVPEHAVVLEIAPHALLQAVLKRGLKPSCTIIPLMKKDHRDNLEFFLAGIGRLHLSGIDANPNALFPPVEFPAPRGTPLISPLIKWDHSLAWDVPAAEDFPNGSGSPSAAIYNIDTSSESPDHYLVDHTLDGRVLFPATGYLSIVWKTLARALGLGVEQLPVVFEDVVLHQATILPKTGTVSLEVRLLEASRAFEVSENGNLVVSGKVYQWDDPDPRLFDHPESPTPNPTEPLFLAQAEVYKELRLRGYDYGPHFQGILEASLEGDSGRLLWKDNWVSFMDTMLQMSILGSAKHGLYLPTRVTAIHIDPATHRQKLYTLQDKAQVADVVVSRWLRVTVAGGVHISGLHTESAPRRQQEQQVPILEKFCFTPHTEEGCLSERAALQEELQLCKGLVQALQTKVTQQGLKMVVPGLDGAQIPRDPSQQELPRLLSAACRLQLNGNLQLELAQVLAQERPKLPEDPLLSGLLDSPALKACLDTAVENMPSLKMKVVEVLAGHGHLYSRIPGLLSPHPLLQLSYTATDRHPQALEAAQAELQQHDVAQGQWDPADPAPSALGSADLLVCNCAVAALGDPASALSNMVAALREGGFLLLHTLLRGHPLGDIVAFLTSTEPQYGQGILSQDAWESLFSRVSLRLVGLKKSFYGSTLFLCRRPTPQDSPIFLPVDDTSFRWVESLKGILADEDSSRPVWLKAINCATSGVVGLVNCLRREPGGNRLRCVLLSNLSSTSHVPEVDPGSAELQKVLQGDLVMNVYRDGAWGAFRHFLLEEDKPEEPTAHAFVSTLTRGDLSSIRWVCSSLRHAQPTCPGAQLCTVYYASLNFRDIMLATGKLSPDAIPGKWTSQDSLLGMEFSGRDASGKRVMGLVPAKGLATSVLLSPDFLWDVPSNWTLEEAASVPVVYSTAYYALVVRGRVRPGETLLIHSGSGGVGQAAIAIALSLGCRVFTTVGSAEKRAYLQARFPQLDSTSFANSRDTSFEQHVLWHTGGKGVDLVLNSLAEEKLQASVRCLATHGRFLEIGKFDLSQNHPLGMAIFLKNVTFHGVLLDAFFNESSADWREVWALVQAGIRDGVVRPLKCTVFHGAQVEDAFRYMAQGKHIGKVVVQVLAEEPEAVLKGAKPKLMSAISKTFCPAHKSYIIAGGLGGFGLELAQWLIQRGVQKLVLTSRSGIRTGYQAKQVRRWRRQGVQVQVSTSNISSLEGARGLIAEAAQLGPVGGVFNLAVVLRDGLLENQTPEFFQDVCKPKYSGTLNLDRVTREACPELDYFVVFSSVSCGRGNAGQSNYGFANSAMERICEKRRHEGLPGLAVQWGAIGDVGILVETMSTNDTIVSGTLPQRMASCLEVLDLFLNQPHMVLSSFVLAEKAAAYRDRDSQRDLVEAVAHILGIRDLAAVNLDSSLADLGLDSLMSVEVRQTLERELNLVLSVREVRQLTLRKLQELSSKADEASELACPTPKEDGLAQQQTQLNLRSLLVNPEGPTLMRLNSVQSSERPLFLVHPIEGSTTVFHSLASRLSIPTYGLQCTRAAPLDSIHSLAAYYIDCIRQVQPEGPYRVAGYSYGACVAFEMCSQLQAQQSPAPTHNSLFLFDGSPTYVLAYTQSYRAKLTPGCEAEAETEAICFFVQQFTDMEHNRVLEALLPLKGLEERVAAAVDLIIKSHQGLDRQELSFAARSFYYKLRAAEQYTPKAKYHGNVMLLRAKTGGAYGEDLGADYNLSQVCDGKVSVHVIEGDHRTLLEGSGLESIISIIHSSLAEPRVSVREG
SKN-1 inh – inhibitors of C. elegans SKN-1. AID 624304. actives 0.49% (n = 360,000). C. elegans VP596 Pgst-4::GFP/RFP ratio, acrylamide-induced, 24 h. inhibition, % at 21.8 µM;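 active = interference check ratio from 0.5 to 1.5 plus GFP to RFP signal ratio inhibition reaching or exceeding a fixed threshold, cut at about 30% in these data, passing the limit was not always enough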; also: some compounds called inactive have numbers as strong as hits
Neddylation inh – blocks human cullin neddylation; P61081+Q13564; TR-FRET cullin neddylation, biochemical; calls only at 25 µM; actives 0.58% (n = 360,000); AID 651699; in the data active = inhibition above about 36%
PABP1 MLLE inh – inhibitors of microRNA-mediated deadenylation, human PABP1 MLLE binding | GST-MLLE / FITC-PAM2 fluorescence polarization | AID 588489 | inhibition, % at 20 µM | actives 0.36% (n = 360,000) | P11940; in the data active = inhibition above about 35%, passing the limit was not always enough;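 also: plate controls were DMSO wells with GST-MLLE for no effect and wells lacking GST-MLLE protein for full effect; some results filed as inactive read as strong as hits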
Numbers without * were called inactive; i = inactive; / = no result given.

SMILES	NadD inh	Rpn11 block	CSN deneddyl inh	MT1-MMP act inh	Rin1-Abl PPI inh	FAS TE block	SKN-1 inh	Neddylation inh	PABP1 MLLE inh
C[C@H](CO)N1C[C@H](C)[C@@H](CN(C)C(=O)C2CCCCC2)OCc2cnnn2CCCC1=O	4	i	1	6	-2	-4	-11	i	-12
O=C(COC(=O)c1cc(=O)[nH]c2ccccc12)NC1CCCCCCC1	-2	i	-8	1	-10	5	-10	i	11
CCOc1cc(-c2sc(Nc3ccccc3)n[n+]2C)ccc1OC	3	i	-9	1	-1	8	0	i	-106
O=C(Cc1ccc(F)cc1)N1CCN=C1SCc1cccc([N+](=O)[O-])c1	-6	i	-2	7	-2	0	-3	i	-6
Cc1c(C(=O)Nc2ccncc2)sc2nc(-c3ccc(F)cc3)cn12	14	i	15	0	-31	-1	7	i	-16
CCC1CCCCN1C(=O)CCn1c(=O)oc2ccccc21 (stereo unspecified)	-3	i	2	2	1	-11	-3	i	4
Cc1onc(-c2ccccc2)c1C(=O)N/N=C/c1cccs1	-3	i	0	-1	-2	-3	8	i	-9
CC1CCCCN1C(=O)COC(=O)C1CCN(S(=O)(=O)c2ccc(Cl)c(C(F)(F)F)c2)CC1 (stereo unspecified)	-4	i	4	0	3	3	0	i	2
COCc1cc(C)nc(SCc2ccccc2)c1C#N	1	i	-2	3	1	29	16	i	3
Cc1ccc(N2C(=O)C(Cl)=C(N3CCN(C)CC3)C2=O)c(C)c1	2	i	1	-2	-1	-12	-6	i	14
CC1CCN(C(=O)CN(c2ccccc2)S(=O)(=O)N(C)C)CC1	-3	i	-7	-6	2	-5	3	i	-6
CC(C)C(c1nnnn1C1CCCCC1)N1CCc2ccccc21 (stereo unspecified)	1	i	5	-1	-4	14	12	i	-6
NS(=O)(=O)c1ccc(NC(=O)COc2ccc(C(=O)c3ccc(F)cc3)cc2)cc1	8	i	11	-9	-1	4	2	i	-11
CCNc1nc(N)c(C(=O)c2ccc(Cl)s2)s1	1	i	-2	3	-3	5	12	i	-4
Cc1nc2ccc(NC(=O)Cc3cccs3)cc2s1	9	i	1	4	0	-4	17	i	5
CC(NC(=S)NNS(=O)(=O)c1cccc([N+](=O)[O-])c1)c1ccccc1 (stereo unspecified)	0	i	3	0	-2	2	4	i	-7
CCc1ccc2c(c1)NC(=O)C2(C)Cc1ccc(F)cc1 (stereo unspecified)	-3	i	-2	-1	-2	5	20	i	2
COc1ccc2c(c1OC)C(=O)N1C2SC[C@H]1C(=O)NCCC(C)C (stereo partly specified)	-1	i	-1	-7	4	-8	7	/	23
COC(=O)NNC(=O)c1ccc(C(C)(C)C)cc1	-1	i	-4	-7	-3	-6	5	i	8
CC(C)Cn1c(-c2csc(C(C)C)c2)n[nH]c1=S	7	i	3	0	-1	2	15	i	-2
Cc1cc(NCc2ccccn2)ccc1Br	-2	i	-2	11	3	-1	2	i	-21
COc1ccc(-n2c(SCC(=O)NNC(=O)c3ccccc3C)nnc2-c2ccncc2)cc1	1	i	-1	2	-1	-4	-15	i	10
CCN1C(=O)c2ccc(C(=O)NCc3ccco3)cc2C1=O	2	i	2	-6	0	0	7	i	11
CC(=O)c1cccc(NC(=O)Cn2nc(-c3ccccc3Cl)ccc2=O)c1	-1	i	3	-4	-2	1	1	i	4
COCCN1C(=O)/C(=C/c2ccc(N3CCCC3)cc2C)SC1=S	2	/	31	-11	2	8	60	i	i
Cc1noc(C)c1S(=O)(=O)N(C)C[C@H]1Oc2ccc(NC(=O)NC(C)C)cc2C(=O)N([C@H](C)CO)C[C@@H]1C	0	i	-7	-3	0	-12	0	i	7
CC(C)NC(=O)C(=O)Nc1cc2c3c(c1)C(C)C(=O)N3CCC2 (stereo unspecified)	6	i	-2	4	0	-9	13	i	11
O=C(NCCc1ccccn1)c1nc(Cn2cc(Br)cn2)no1	-8	i	3	1	2	-2	-5	i	3
COc1ccccc1Nc1ncnc2c1c(C)c(C)n2CCCN(C)C	-6	i	0	5	1	-6	-10	i	1
CCOC(=O)C1CCCN(C(=O)c2ccc(S(=O)(=O)NCc3ccco3)cc2)C1 (stereo unspecified)	2	i	0	1	1	-3	-3	i	11

Single entries from the list:
For SKN-1 inh, Cc1cc(NCc2ccccn2)ccc1Br reads 2
For FAS TE block, CC(C)NC(=O)C(=O)Nc1cc2c3c(c1)C(C)C(=O)N3CCC2 (stereo unspecified) reads -9
For MT1-MMP act inh, COc1ccccc1Nc1ncnc2c1c(C)c(C)n2CCCN(C)C reads 5

(more compounds)
SMILES	NadD inh	Rpn11 block	CSN deneddyl inh	MT1-MMP act inh	Rin1-Abl PPI inh	FAS TE block	SKN-1 inh	Neddylation inh	PABP1 MLLE inh
O=C(Nc1ccc2oc(-c3ccccc3)nc2c1)c1ccncc1	2	i	4	-2	1	4	18	i	-8
Cc1cc(C)c2[nH]c(=O)c(C(c3nnnn3CC3CCCO3)N3CCC(C)CC3)cc2c1 (stereo unspecified)	8	i	-3	1	0	4	0	i	15
CCOC(=O)[C@]12CCCC=C1N(Cc1cccc3ccccc13)C(=O)[C@H](CC(=O)NCc1cccc(C(F)(F)F)c1)C2	3	/	-3	-1	/	16	-18	i	/
O=C(CSc1ccccc1)Nc1ccc(Cl)c(S(=O)(=O)N2CCOCC2)c1	-9	i	3	-2	3	2	-5	i	13
Cc1c(C(=O)O)nn(-c2ccccc2)c(=O)c1C#N	4	i	-5	4	0	-4	4	i	8
O=C(O)C(Cc1ccccc1)NS(=O)(=O)c1ccc2c(c1)OCCO2 (stereo unspecified)	11	i	5	0	-5	-6	4	i	-3
CC1=C(C#N)C(=O)OC(C)(C)C1	-3	i	-27	-27	-1	-6	24	i	87
CC(CC(=O)Nc1ccc2c(c1)c(=O)n(C)n2-c1ccccc1F)c1ccccc1 (stereo unspecified)	-4	i	0	-3	-1	-1	2	/	-11
Cc1cc(C)n(-c2c(F)c(F)c(CN3CCCCC3)c(F)c2F)n1	4	i	-2	-1	-5	-9	27	i	-14
CC(=O)Nc1cccc(NC(=O)C(=O)NCC(c2ccco2)N2CCc3ccccc32)c1 (stereo unspecified)	-4	i	-3	1	0	8	-9	i	-4
Cc1nc(SCC(=O)NC2CCS(=O)(=O)C2)c2c(C)c(C)sc2n1 (stereo unspecified)	-1	i	-3	-1	-2	-4	1	i	0
COc1ccc(OC)c(C(=O)NC2CCCc3c2cnn3-c2cc(C)cc(C)c2)c1 (stereo unspecified)	1	i	-5	2	-3	14	5	i	-3
O=C(CNC(=O)c1ccccc1)N/N=C/c1ccccc1Cl	-7	i	5	0	-2	-1	0	i	-11
CC(=O)c1cc(-c2ccccc2)n(CCC(=O)NCc2cccs2)c1C	-7	i	2	-1	1	-5	0	i	-1
O=C1CCCC(O)=C1C(C#Cc1ccccc1)C1=C(O)CCCC1=O	4	i	-9	-3	-1	-6	9	i	23
COC(=O)C(C)N=Cc1ccccc1 (stereo unspecified)	-2	i	-2	1	6	-2	-3	i	0
CC(=O)c1c(C)[nH]c(=S)c(C#N)c1-c1ccc(F)cc1	-1	i	-1	6	0	-3	-3	i	17
N#Cc1ccc(CN2C(=O)NC3(CCCCCC3)C2=O)cc1	2	i	0	1	-2	-4	-25	i	-10
COc1ccc(C(=O)N2CCc3[nH]nc(-c4ccccc4)c3C2)cc1	3	i	-1	-1	0	-4	14	i	0
N#Cc1ccc(C23OCCN2CCn2c3c3ccccc3[n+]2[O-])cc1 (stereo unspecified)	-9	i	-5	-12	-1	-10	3	i	7
CCSc1nnc(-c2ccc(S(=O)(=O)N3CCOCC3)cc2)n1CC1CCCO1 (stereo unspecified)	-2	i	-2	1	-1	-9	-8	i	-31
OC(C#CCN1CCOCC1)(c1ccccc1)C1CCCCC1 (stereo unspecified)	-2	i	2	1	0	1	-35	i	-9
O=C(O)c1cc(Cl)n[nH]c1=O	-6	i	0	-4	3	-5	2	i	5
O=C(/C=C/c1ccc(Cl)cc1)NC(=S)Nc1ccc(CN2CCOCC2)cc1	4	i	8	-5	-1	2	1	i	22
O=C(O)c1ccccc1-c1ccccc1C(=O)NCc1ccccc1Cl	-5	i	0	1	-5	-1	-6	i	3
COc1cc(C(=S)N2CCOCC2)ccc1O	-2	i	3	-2	11*	-5	-6	i	38*
CCOc1cccc(N2C(=O)CC(n3cnc4ccccc43)C2=O)c1 (stereo unspecified)	1	i	-2	-11	-5	-4	12	i	-2
Cc1ccc(NC(=O)CCNC(=O)N2CC(=O)Nc3ccccc32)cc1Cl	-1	i	1	0	-1	-4	5	i	-3
CSc1scc2c1-c1nc(SCC(=O)C(C)(C)C)ncc1CC2	-2	i	7	0	-2	37	-5	i	13
COC(=O)CCCCC1SCC(NC(=O)c2ccccc2)C1OC(C)=O (stereo unspecified)	-8	i	3	2	5	-10	-8	i	12

An excerpt from above in order of length of the SMILES, rising:
SMILES	NadD inh	Rpn11 block	CSN deneddyl inh	MT1-MMP act inh	Rin1-Abl PPI inh	FAS TE block	SKN-1 inh	Neddylation inh	PABP1 MLLE inh
O=C(O)c1cc(Cl)n[nH]c1=O	-6	i	0	-4	3	-5	2	i	5
CCOc1cccc(N2C(=O)CC(n3cnc4ccccc43)C2=O)c1 (stereo unspecified)	1	i	-2	-11	-5	-4	12	i	-2
Cc1ccc(NC(=O)CCNC(=O)N2CC(=O)Nc3ccccc32)cc1Cl	-1	i	1	0	-1	-4	5	i	-3

The list continues:
SMILES	NadD inh	Rpn11 block	CSN deneddyl inh	MT1-MMP act inh	Rin1-Abl PPI inh	FAS TE block	SKN-1 inh	Neddylation inh	PABP1 MLLE inh
CSc1ccccc1C(=O)NC1CCCCC1	0	i	2	-1	1	-1	-11	i	-2
COc1ccc(-c2csc(Nc3cc(C)ccn3)n2)cc1C	9	i	-3	-8	0	16	-4	i	14
CSc1nnc(CSc2cc(C)nc(N(C)C)n2)o1	-1	i	2	2	-1	-9	-4	i	-11
CN1C(=O)C(CC(=O)Nc2ccccc2F)N(NC(=O)c2ccc(Br)cc2)C1=S (stereo unspecified)	4	i	5	-4	0	3	3	i	-3
C(=N\N1CCOCC1)/c1cn(-c2ccccc2)nc1-c1ccccc1	-8	i	6	-3	4	-3	6	i	5
COc1cccc(-c2nn3c(-c4cccc(C)c4)nnc3s2)c1	-6	i	-1	5	1	24	-8	i	-30
CCOC(=O)C1CCN(C(=O)c2ccc(NS(=O)(=O)c3ccc4[nH]c(=O)[nH]c4c3)cc2)CC1	-4	i	-5	6	3	1	-1	i	-4
O=C(NCc1ccccc1CN1CCCC1)c1ccc(Cl)c(S(=O)(=O)N2CCCC2)c1	1	i	0	6	4	-3	-3	i	0
S=c1[nH]nc(-c2ccco2)n1-c1ccc(Cl)cc1	4	i	6	0	-1	1	-17	i	-6
Cc1ccc2[nH]c3c(NCCCN4CCCC4=O)ncnc3c2c1	0	i	1	13	2	-4	1	/	-5
Cc1ccc(N2C(=O)N(CC(=O)Nc3cccc([N+](=O)[O-])c3C)C(=O)C2C)cc1 (stereo unspecified)	0	i	-1	2	-4	44	-14	i	-2
CC1CCC(C(C)C)C(OC(=O)C[n+]2cc(-c3ccc(Cl)cc3)n3c2CCC3)C1 (stereo unspecified)	-4	i	2	-7	-2	1	6	i	-7
COCCNc1nc(SCC(=O)N2CCN(c3ccccc3OC)CC2)nc2ccccc12	-2	i	-3	8	-2	-2	-6	i	-4
CC1=C(C(N)=O)C(c2ccc3c(c2)OCO3)n2nc(-c3cccc(C)c3)nc2N1 (stereo unspecified)	-1	i	-3	8	2	8	15	i	-6
